Screening results (PubChem)
TAG inh: inhibitors of triacylglycerol accumulation. H9c2 cells, Nile Red lipid (TAG) fluorescence; cells loaded with 200 µM oleic acid. inhibition, % at 12.5 µM. 0.66% of 230,000 active;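 active = pattern-corrected inhibition of lipid staining of at least 50% with the nuclear-stain viability signal not falling by more than 50%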;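 also: 0% = DMSO wells and 100% = triacsin C control wells; some results filed as inactive read as strong as hits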
TAG inh DAPI viability: second read-out of TAG inh, no call of its own (marks repeat the call); DAPI nuclei signal change (viability), lower = more cytotoxic, %;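 whole-well DAPI fluorescence read on a plate reader as a viability signal; minus 50 percent equals half of cells still viable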
Active calls of the source: *; & = joins results of further samples. The list is partial; the hit share may differ from the screen's.

canonical_smiles	TAG inh DAPI viability	TAG inh
CC(=O)c1ccc(OC(=O)c2ccc(Br)o2)cc1	5	12
Cc1cccc(N2C(=O)c3cccc(Oc4ccc(Cl)cc4)c3C2=O)c1	1	13
O=C(CSc1nc2ccccc2c(=O)[nH]1)Nc1ccc(C(=O)O)cc1	7	-5
N#Cc1ccccc1OCC(=O)NNC(=O)CCC1CCCC1	-13	13
O=S(=O)(O)c1cccc2cccc(Nc3ccccc3)c12	1	8
O=C(Cc1cccc(NC(=O)C2CCN(C(=O)C3CCC3)CC2)c1)Nc1cccc(C(=O)N2CCCC2)c1	-3	18
CCC(Oc1ccccc1)C(=O)Nc1nc2ccccc2[nH]1 (configuration not stated)	10	20
CCc1ccccc1Cn1c(=O)oc2cccnc21	-7	7
COc1ccc(NC(=O)CSc2nnc(CNC(=O)c3ccco3)o2)c(OC)c1	17	-8
O=C(NCc1ccccc1)/C(=C\c1ccc(F)cc1)NC(=O)c1ccco1	4	-16
C=CCn1c(SCC(=O)Nc2cccnc2Cl)nnc1-c1ccc(C(C)(C)C)cc1	4	-10
O=C1CC(c2ccco2)CC(O)=C1C=NCCN1CCN(C2CC(=O)N(c3ccccc3)C2=O)CC1 (configuration not stated)	4	-8
CN1CCN(S(=O)(=O)c2ccc(Br)s2)CC1	-12	8
O=C1CS(=O)(=O)N(Cc2ccccc2F)c2ccc(Br)cc21	-1	11
Cc1cccc(Oc2ncnc3onc(C)c23)c1	-9	5

(cont.)
canonical_smiles	TAG inh DAPI viability	TAG inh
COc1ccc(N2CC(NC(=O)c3ccc4ccccc4c3)CC2=O)cc1OC (configuration not stated)	6	-1
Cc1ccc(S(=O)(=O)Cc2ccc(C(=O)N3CCC(C)CC3)cc2)cc1	-3	-10
COCCn1c(C)cc(C(=O)COC(=O)c2ccc(Br)o2)c1C	0	16
O=C(Cn1c(=O)oc2ccccc21)Nc1ccccc1N1CCOCC1	0	3
Brc1ccc(-c2cn3c(n2)SCC3)cc1	7	-12
Cc1ccc(S(=O)(=O)NNC(=O)C2COc3ccccc3O2)cc1 (configuration not stated)	-3	-24
Cc1nnc(N2C(=O)C(O)=C(C(=O)c3ccco3)C2c2ccc(C(C)(C)C)cc2)s1 (configuration not stated)	-10	18
CCOC(=O)Nc1ccc(S(=O)(=O)Nc2cc(C)on2)cc1	-4	0
O=C(CS(=O)(=O)Cc1ccccc1)NCc1ccccc1Cl	6	1
Cc1ccc(-c2cc(C(=O)Nc3ccc(S(=O)(=O)N4CC(C)OC(C)C4)cc3)[nH]n2)c(O)c1 (configuration not stated)	6	20
CC(C)CCn1c(N2CCN(c3cccc(Cl)c3)CC2)nc2c1c(=O)[nH]c(=O)n2C	1	36
CCOC(=O)CNC(=O)C1c2ccccc2Oc2ccccc21	0	-9
Cc1nc(CCNC(=O)CC2C(=O)NCCN2CC(C)C)nc2c1CCC2 (configuration not stated)	2	9
NC(=NCCCCCCN=C(N)/N=C(\N)Nc1ccc(Cl)cc1)/N=C(\N)Nc1ccc(Cl)cc1	10&12&17	-5&-5&-5
C=CCC1c2cccc(C(=O)OC)c2C(=O)N1c1ccccc1 (configuration not stated)	-3	7

More records
canonical_smiles	TAG inh DAPI viability	TAG inh
COc1ccc(S(=O)(=O)NCCC(=O)NC2CCCCC2C)cc1[N+](=O)[O-] (configuration not stated)	-10	10
O=c1[nH]cnc2ncc(-c3ccc(O)cc3)nc12	15	2
CC(C(=O)N1CCc2ccccc21)N1CCN(S(=O)(=O)c2cccc(C(F)(F)F)c2)CC1 (configuration not stated)	3	-14
O=S(=O)(N/N=C\c1ccc2c(c1)OCO2)c1ccccc1	-7	-2
COCCSc1ccccc1C(=O)N1CCN(Cc2ccccc2)CC1	5	6
O=C(NCc1ccncc1)/C(=N/O)c1ccccc1	-6	2
Cc1ccc(S(=O)(=O)n2cc(CO)c3ccccc32)cc1	7	-21
COc1cc(NS(=O)(=O)c2ccc(NC(=S)Nc3ccccc3)cc2)nc(OC)n1	-3	-1
Cc1cc(NCCCN(C)C)n2nc(-c3cccs3)cc2n1	4	22
Cc1ccc(-c2nn(-c3ccccc3)cc2/C=C/C(=O)Nc2cccc(S(N)(=O)=O)c2)cc1	6	35
COc1ccc(OC)c(/C=C/C(=O)NCCc2nc3ccccc3[nH]2)c1	11	2
CCc1cccc(C)c1NC(=O)CCCN1C(=O)CN(C)C1=O	-2	-10
O=C(Nc1ccccc1N1CCCCC1)c1ccc2nccnc2c1	0	7
CCCCCc1ccc(-c2cn(CC3CCCCC3)nn2)cc1	-3	-23
COc1ccc(NC(=O)CCCOc2ccc(C(C)=O)cc2)cc1S(=O)(=O)N1CCCCC1	-6	2

As entered above:
TAG inh, COc1ccc(NC(=O)CCCOc2ccc(C(C)=O)cc2)cc1S(=O)(=O)N1CCCCC1 reads 2
TAG inh DAPI viability, O=C1CS(=O)(=O)N(Cc2ccccc2F)c2ccc(Br)cc21 reads -1
TAG inh, Cc1cccc(Oc2ncnc3onc(C)c23)c1 reads 5

(further entries)
canonical_smiles	TAG inh DAPI viability	TAG inh
Cc1cccc(NC(=O)CSc2nnc(CNC(=O)c3ccco3)n2C)c1C	10	-34
COc1ccc(N2CCN(C(=O)C34CCC(C)(C(=O)C3)C4(C)C)CC2)cc1 (configuration not stated)	-4	-14
COc1cccc(N2CCN(C(=O)C3CCN(C(=O)Nc4ccccc4)CC3)CC2)c1	-6	11
COc1ccc2c(c1OC)C(=O)OC2Nc1ccc(S(=O)(=O)N=C(N)N)cc1 (configuration not stated)	-3	4
C=CCNC(=O)c1cc2c(C(F)(F)F)nn(C)c2s1	-11	9
O=C(c1ccc2c(c1)OCO2)N(Cc1ccco1)C1(C(=O)NC2CCCCC2)CCCCC1	2	4
O=C1C=CC(=C(c2ccc(O)cc2)c2ccc(O)cc2)C=C1	-17	2
O=C(Cc1ccccc1[N+](=O)[O-])Nc1ccc2c(c1)OCO2	-4	0
OCCC1CN(Cc2cn[nH]c2C2CCCCC2)CCN1C1CCCC1 (configuration not stated)	0	5
CN(Cc1ccccc1)C(NC(=O)c1ccco1)C(Cl)(Cl)Cl (configuration not stated)	0	-11
O=C(COC(=O)c1ccccc1O)Nc1ncc(Cl)cc1Cl	1	-8
CCOC(=O)N1CCN(c2cc(=O)n(-c3ccc(C)cc3)c(=O)[nH]2)CC1	7	4
N=C(N)SCP(=O)(c1ccccc1)c1ccccc1	2	-7
Cc1cccc(NC(=O)Cc2cccs2)n1	-8	1
CC(C)CC(NS(=O)(=O)c1ccc2[nH]c(=O)c(=O)[nH]c2c1)C(=O)O (configuration not stated)	-4	1

More compounds
canonical_smiles	TAG inh DAPI viability	TAG inh
CCC(C)c1ccccc1N1CC(C(=O)Nc2cccc(S(=O)(=O)N3CCOCC3)c2)CC1=O (configuration not stated)	-2	6
CCOc1ccc(C(=O)c2cc3ccc(O)cc3oc2=O)cc1	0	-31
CC1CC2C3CCC4=CC(=O)C=CC4(C)[C@@]3(Cl)C(O)CC2(C)C1(O)C(=O)CO (some centres not stated)	6	34
O=C(CSc1nnc(CNc2ccc(F)cc2)n1-c1ccccc1)N1CCOCC1	-2	1
CS(=O)(=O)N(Cc1ccccc1)c1ccc(C(=O)N2CCc3ccccc3C2)cc1	2	-8
C=CCn1c(SCC(=O)Nc2ccccc2F)nnc1C(C)NC(=O)c1ccccc1F (configuration not stated)	0	11
CC(C)(C)OC(=O)N1CCC(C(=O)Nc2ccc(C(=O)N3CCCC3)cc2)CC1	-5	4
CCCn1c(N)c(CC)c(=O)[nH]c1=O	-4	2
O=C(C1CCCN1S(=O)(=O)c1ccc(Cl)cc1)N1CCOCC1 (configuration not stated)	5	4
COc1cc(C(=O)c2c(C)c(CCC#N)n3ccccc23)cc(OC)c1OC	7	2
COc1ccc(Cc2nc3ccc(C(=O)NCCc4ncccc4C)cc3o2)cc1OC	1	-11
CCn1nc(C)cc1C(=O)N1CCCC(N(C)CCc2ccc(OC)c(OC)c2)C1 (configuration not stated)	-8	-4
O=C(NCc1ccncc1)c1cccc(NS(=O)(=O)c2ccc(F)c(F)c2)c1	-11	0
CCOC(=O)c1cnc(SC)nc1Oc1cccc(NS(=O)(=O)c2ccc(C)cc2)c1	-6	-114
O=C(Cc1ccccc1)Nc1ccc(Cl)cn1	6	-15

Following part.
canonical_smiles	TAG inh DAPI viability	TAG inh
COc1ccc(CCC(C)N(C)Cc2ccccc2)cc1 (configuration not stated)	15	-17
CCOc1ccc(/C=C2\SC(=O)N(CCNC(=O)CN3C(=O)NC4(CCCC4)C3=O)C2=O)cc1OC	4	-10
CC(/C=N/n1c(-c2cc(C)[nH]n2)n[nH]c1=S)=C\c1ccco1	4	2
N#CC[C@H](Cc1ccccc1)N1CCN(CCc2ccccc2)CCC1=O	-8	-1
CC[C@H]1CCCCc2ccccc2[C@@H](C(=O)C[C@@H](O)CC(C)=O)OC1=O	0	-27
O=C(O)C1CCN(C(=O)CSc2nc3ccccc3s2)CC1	-3	0
CCCCn1c(N)c(N(CC(C)C)C(=O)c2ccc(COc3ccccc3)o2)c(=O)[nH]c1=O	2	-7
O=C(CC1CCCCC1)NCc1nc(-c2ccccc2)no1	0	-9
C=CCSc1nc(C)c(Cc2cccc3ccccc23)c(=O)[nH]1	0	-9
COc1ccc2c(C)cc(=O)[nH]c2c1	12	-7
CCC(C(=O)OCC(=O)N(CCOC)c1c(N)n(Cc2ccccc2)c(=O)[nH]c1=O)c1ccccc1 (configuration not stated)	-2	-5
COc1c(C)cccc1C(=O)Nc1ccc(N2CCOCC2)c(Cl)c1	12	19
CN(CC(=O)Nc1ccc(F)cc1)C(=O)c1cc(-c2ccco2)nc2ccccc12	8	10
CN(C)CCN1C(=O)CCC2(C)C1=CCC1C2CCC2(C)C1CCC2(C)O (configuration not stated)	-15	-3
O=C(CCCN1C(=O)CCC1=O)Nc1ccc2c(c1)OCO2	-4	1

Going on with the list:
canonical_smiles	TAG inh DAPI viability	TAG inh
COc1cccc(CC2(CO)CCN(Cc3cccn3-c3cccnc3)CC2)c1	1	7
CCc1cccc(C)c1NC(=O)CN(C)C1=NS(=O)(=O)c2ccccc21	9	17
CCCC(=O)Nc1nc(C)c(C(C)=O)s1	-3	12
COC(=O)CN1C(=O)[C@@H]2[C@H](C1=O)[C@@H]1CC(C(=O)OC)=C[C@@H](C(=O)OC)[C@@H]3C1=C(C(=O)[C@]3(C)NC(=O)c1ccccc1)[C@@H]2C	-4	0
Cc1ccc(S(=O)(=O)NNC(=O)C2CCN(S(=O)(=O)c3ccc(C)cc3)CC2)cc1	-8	-7
Oc1cc(NCc2ccc(Cl)cc2)cc2cccnc12	-16	-3
CCC(=O)c1cccc(-c2ccccc2)c1CC	5	-11
Cc1nc(SCC(=O)NCC2COc3ccccc3O2)c2c(C)c(C)sc2n1 (configuration not stated)	2	12
COc1ccc(/C=N/NC(=O)CCn2nc(C)cc2C)cc1O	-2	8
O=C1NC(c2ccc3c(c2)OCO3)Nc2ccccc21 (configuration not stated)	2	4
N#Cc1c(/N=C/c2cccs2)sc2c1CCC2	-3	18
CSCCC(NC(=O)c1ccccc1)C(=O)N1CCN(C(C)=O)CC1 (configuration not stated)	-12	16
Cc1ccc(NC(=O)c2sc3nc(N)c(C#N)cc3c2N)cc1	-6	10
Cc1cccc(N2C(=O)CN=C2Nc2nc(C)cc(C)n2)c1	-1	-4
CC(=O)Nc1cccc2c1C(=O)N(c1ccccc1C)C2=O	0	1

(next part)
canonical_smiles	TAG inh DAPI viability	TAG inh
CSc1nc2c(c(=O)[nH]c(=O)n2C)n1Cc1ccccc1	-1	-6
COc1ccc(NC(=O)c2cc3ccccc3oc2=O)cc1	-5	12
O=C(N/N=C/c1ccncc1)c1ccncc1	1	6
Oc1ccccc1CNc1nc2ccccc2n1CCN1CCCCC1	-8	12
N#C/C(=N\Nc1ccc(Cl)cc1)C(=O)c1ccccc1	-10	-7
COc1ccc(NS(=O)(=O)c2cc(NC(=O)CC(C)(C)C)ccc2N2CCCC2)cc1	-8	1
CCC[C@H]1CN(c2ccccc2)C(=O)[C@@H]1CC(=O)NC	4	-8
C[C@H](CO)N1C[C@H](C)[C@@H](CN(C)S(=O)(=O)c2ccc(F)cc2)Oc2ccc(NS(=O)(=O)c3ccc(F)cc3)cc2C1=O	-7	-2
CC1C(=O)N(Cc2cn(Cc3ccco3)nn2)CCS(=O)(=O)N1Cc1ccc(-c2ccncc2)cc1 (configuration not stated)	-4	-1
CCOC(=O)C(CCCCC(NC(C)=O)(C(=O)OCC)C(=O)OCC)(NC(C)=O)C(=O)OCC	1	12
CC(C)(C)NC(=O)Cn1nnc(-c2ccccc2NC(=O)c2ccco2)n1	-4	-7
Cc1ccc(-n2ncc3c2CCCC3NC(=O)c2ccoc2)cc1C (configuration not stated)	-1	7
O=C(NN1CCOCC1)c1ccc(Cl)cc1Cl	4	-2
Cc1nc(COc2cccc(Cl)c2)sc1C(=O)/C=C/N(C)C	-3	-2
Cc1ccc(SCCC(=O)OCC(=O)NCC2CCCCC2)cc1	-6	-13
Cc1cccc(N2CCN(S(=O)(=O)c3cc4c(cc3Cl)NC(=O)CO4)CC2)c1C	-10	1
Cn1cc(NC(=O)OCc2ccc(Cl)cc2)c(C(F)(F)F)n1	4	-14
O=C1CCCc2c1[nH]c1c(Br)cccc21	-3	-11

Compound profiles, as listed above:
`CCOc1ccc(C(=O)c2cc3ccc(O)cc3oc2=O)cc1` is entered as TAG inh DAPI viability: 0; TAG inh: -31
`COC(=O)CN1C(=O)[C@@H]2[C@H](C1=O)[C@@H]1CC(C(=O)OC)=C[C@@H](C(=O)OC)[C@@H]3C1=C(C(=O)[C@]3(C)NC(=O)c1ccccc1)[C@@H]2C` is entered as TAG inh DAPI viability: -4; TAG inh: 0

Some of the entries so far, with values under each structure.
Results follow in this order: TAG inh DAPI viability	TAG inh
CC(C)(C)NC(=O)Cn1nnc(-c2ccccc2NC(=O)c2ccco2)n1
  -4	-7
Cc1ccc(-n2ncc3c2CCCC3NC(=O)c2ccoc2)cc1C (configuration not stated)
  -1	7
